Screening data from PubChem.
BoNT A protease: BoNT/A light chain protease inhibitors, primary screen, biochemical, flow cytometry, MLPCN library | multiplex microsphere protease substrate cleavage | inhibition, % at 10 µM | actives 0.17% (n = 360,000) | AID 588499, 2011; further: plate controls were buffer without enzyme for full effect and enzyme alone for no effect
SSB-PriA inh: inhibitors of Klebsiella pneumoniae PriA binding to SSB C-terminal tail, primary screen, biochemical, AlphaScreen; PriA–SSB C-terminal tail interaction (Klebsiella pneumoniae); AlphaScreen SSBct-PriA binding, biotinylated peptide; inhibition, % at 33 µM; actives 0.6% (n = 430,000); AID 1272365, 2023; in the data active means inhibition mostly above about 37%, no sharp cut-off; inactive means mostly below about 20%;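 further: plate controls were negative control peptide for no effect and reference peptide for full effect; strong numbers were not always called active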
CCHF vOTU inh: CCHFV vOTU protease inhibitors, primary screen, biochemical, Pep-AMC substrate, fluorescence; Crimean-Congo hemorrhagic fever virus L polyprotein viral ovarian tumor (vOTU) protease …; inhibition, % at 11.5 µM; actives 0.55% (n = 370,000); AID 651958, 2012; in the data active means inhibition above about 30%; further: 0% = vehicle wells with enzyme and 100% = no enzyme wells
VHR inh abs: VHR1 phosphatase inhibitors, primary screen, biochemical, absorbance, uHTS | AID 1654, 2009 | Dual specificity protein phosphatase 3 (Homo sapiens), P51452 | recombinant VHR phosphatase, pNPP absorbance | actives 0.52% (n = 290,000) | inhibition, % at 13.3 µM; in the data active means inhibition above about 50%; further: some compounds called inactive have numbers as strong as hits
Target sequence (P51452 whole entry, looked up): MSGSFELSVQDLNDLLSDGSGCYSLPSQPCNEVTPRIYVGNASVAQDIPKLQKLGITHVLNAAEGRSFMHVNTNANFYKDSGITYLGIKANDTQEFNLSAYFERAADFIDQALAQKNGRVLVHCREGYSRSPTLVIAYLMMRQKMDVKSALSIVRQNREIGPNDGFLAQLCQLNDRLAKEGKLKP
Rv3671c inh: Rv3671c serine protease inhibitors, primary screen, biochemical, fluorescence polarization, M. tuberculosis H37Rv; actives 0.048% (n = 320,000); inhibition, % at 5.96 µM; AID 2606, 2010; P9WHR9; in the data active means inhibition above about 38%;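 further: extracellular domain of Rv3671c used as enzyme; 0% = enzyme with DMSO and 100% = no enzyme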
Target sequence (P9WHR9 whole entry, looked up, the tested form may be a part): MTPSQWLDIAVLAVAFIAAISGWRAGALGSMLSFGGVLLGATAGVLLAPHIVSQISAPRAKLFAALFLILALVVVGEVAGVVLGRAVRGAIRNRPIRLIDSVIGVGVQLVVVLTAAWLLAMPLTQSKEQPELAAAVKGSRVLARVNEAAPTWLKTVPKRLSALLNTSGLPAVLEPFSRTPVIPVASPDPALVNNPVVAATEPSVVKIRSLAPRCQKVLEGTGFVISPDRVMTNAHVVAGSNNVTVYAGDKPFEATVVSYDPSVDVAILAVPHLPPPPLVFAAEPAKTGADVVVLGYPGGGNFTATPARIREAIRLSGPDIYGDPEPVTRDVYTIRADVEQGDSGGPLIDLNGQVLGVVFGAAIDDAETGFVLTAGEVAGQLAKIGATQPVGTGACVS
3CLpro inhibitor: SARS-CoV 3CLpro protease inhibitors, primary screen, biochemical, quenched FRET; AID 1706, 2009; Replicase polyprotein 1ab (Severe acute respiratory syndrome coronavirus), P0C6X7; actives 0.14% (n = 290,000); inhibition, % at 6 µM; recombinant SARS-CoV 3CLpro, quenched FRET peptide cleavage; in the data active means inhibition above about 12%
PrPC TRFRET: inhibitors of human cell surface prion protein PrPC, primary screen, cell-based, TR-FRET; Major prion protein (Homo sapiens), P04156; TR-FRET read-out; inhibition, % at 13.8 µM; actives 0.43% (n = 370,000); in the data active means inhibition above about 24%; further: 0% = median of the test wells and 100% = reference compound wells
MazEF act: activators of E. coli MazEF toxin-antitoxin RNase, primary screen, biochemical, fluorescence, uHTS | Endoribonuclease toxin MazF (Escherichia coli (strain K12)), P0AE70 | FAM/BHQ RNA-DNA oligo cleavage fluorescence, 5 h | activation, % at 20 µM | actives 0.32% (n = 350,000); in the data active means activation above about 50%
Target sequence (P0AE70 whole entry, looked up): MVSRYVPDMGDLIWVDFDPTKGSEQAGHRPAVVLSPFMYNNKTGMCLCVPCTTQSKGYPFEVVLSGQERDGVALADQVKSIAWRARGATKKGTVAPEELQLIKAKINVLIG
BoNT F protease: BoNT/F light chain protease inhibitors, primary screen, biochemical, flow cytometry, MLPCN library. actives 0.22% (n = 360,000). AID 588497, 2011. Multiplex microsphere protease cleavage assay. Botulinum neurotoxin type F light chain protease (Clostridium botulinum). inhibition, % at 10 µM; in the data active means inhibition above about 35%, passing the limit was not always enough; inconclusive means no clear call, values can overlap the other calls; further: plate controls were buffer without enzyme for full effect and enzyme alone for no effect
Anthrax LF prot: Bacillus anthracis LF protease inhibitors, primary screen, biochemical, multiplex microsphere, MLPCN library; Lethal factor (Bacillus anthracis), P15917; actives 0.12% (n = 360,000); inhibition, % at 10 µM; multiplex microsphere protease cleavage assay; further: plate controls were buffer without enzyme for full effect and enzyme alone for no effect
* = called active by the depositor; u = inconclusive; x = no result given. Unless noted, no stated cut-off is given here; in the data, active means inhibition above about 30%; inconclusive means no clear call, values can overlap the other calls; inactive means below that.

SMILES	BoNT A protease	SSB-PriA inh	CCHF vOTU inh	VHR inh abs	Rv3671c inh	3CLpro inhibitor	PrPC TRFRET	MazEF act	BoNT F protease	Anthrax LF prot
O=C(OCCOc1cccc(Cl)c1)c1ccc(F)c(S(=O)(=O)N2CCOCC2)c1	-0.3	-27	14	x	-6	x	-2	2	0	1
Cc1ccc(S(=O)(=O)N[C@@H](CC(C)C)C(=O)N2CCC(C(=O)N[C@H](C(=O)O)C(C)C)CC2)cc1	-0.9	-9	1	16	1	0	11	6	0	-2
Cn1c(=O)c2cc(NC(=O)NCCc3ccccc3)ccc2n1Cc1cccc(C(F)(F)F)c1	0.0	x	-48	x	x	x	6	x	-2	-1
CCOC(=O)C1=C(N)OC2=C(C(=O)CC(C)(C)C2)C1c1ccc(CC)s1 (centres undefined)	-1.0	-4	-5	3	2	5	-4	1	0	6
CCCNC(=O)C1(CC2CC(c3ccccc3)=NO2)CCN(C(=O)OC(C)(C)C)CC1 (centres undefined)	-0.4	-21	25	x	1	x	0	7	-3	1
CCOc1ccccc1C(=O)Nc1cccc2cccnc12	x	-61	-14	32	-26	4	4	1	x	x
CCCOc1cccc(C(=O)NC(=S)Nc2ccccc2)c1	-0.9	-10	1	-8	-3	2	-3	1	-5	-2
CN1C(=O)NC(=O)/C(=C/c2ccc([N+](=O)[O-])s2)C1=O	x	1	6	9	-19	-2	-17	-8	x	x
CC(=O)O[C@H]1CC(C)(C)C(=C=C/C(C)=C/C=C/C(C)=C/C=C/C=C(C)/C=C/C=C(\C)C(=O)C[C@@]23O[C@]2(C)C[C@@H](O)CC3(C)C)[C@](C)(O)C1	x	3	x	22	-1	x	x	7	x	x
COc1ccc(CN(C(=O)c2snc(C(N)=O)c2N)C(C(=O)NC2CCCC2)c2ccco2)cc1 (centres undefined)	-3.0	-11	-4	-3	-8	2	1	3	-4	10
COc1cc(OC)cc(C(=O)N=c2sc3ccccc3n2C)c1	-1.6	-13	6	16	-11	1	-4	-14	-2	-7
CCN(CC)S(=O)(=O)c1ccc(Cl)c(NC(=O)CCCCl)c1	-1.6	-9	2	9	18	1	3	5	-4	-8
COc1ccccc1-c1nnc(SCC(=O)Nc2cccnc2Cl)n1C	-0.5	2	24	x	5	x	6	8	-9	0
CCOc1ccc2nc(N3C(=O)C(O)=C(C(=O)c4ccco4)C3c3ccco3)sc2c1 (centres undefined)	3.9	3	20	x	-2	x	8	11	0	4
C#CCOCCOCCOCCNc1nc(N2CCN(C(=O)CCCCCCCCCCNC(=O)[C@H](CO)n3cc(CCCSC)nn3)CC2)nc(N2CCN(C(=O)CCCCCCCCCCNC(=O)[C@H](CO)n3cc(CCCSC)nn3)CC2)n1	-0.9	-2	8	x	-67	x	2	5	-12	-1
CC(C)c1cccc(C(C)C)c1OCCn1ccnc1	0.0	5	12	36	2	-1	4	0	-6	-4
CCCC12CN(C(=O)c3ccco3)CC(CCC)(CN(C(=O)c3ccco3)C1)C2=O	-0.7	-8	-3	34	3	4	0	5	-4	0
O=C(CN1C(=O)C2C3C=CC(C3)C2C1=O)NCC1COc2ccccc2O1 (centres undefined)	0.5	-8	3	-4	-2	2	2	2	22	5
CCN(CC)C(=O)c1sc2nc(-c3cccs3)cc(-c3ccc(Cl)cc3)c2c1N	53*	7	3	19	-4	1	7	-44	14	39*
S=C(c1ccc(-c2cc(Cl)ccc2Cl)o1)N1CCCCC1	1.1	5	-1	5	-17	2	0	-1	1	-4
COc1ccc(C(=O)NCc2cc3ccccc3n2C)cc1	3.4	-11	9	15	1	4	-8	-6	27	10
COCC(=O)OCc1cc2cccc(C)c2[nH]c1=O	0.3	-3	12	9	6	0	4	-7	-3	2
CC1CCCCN1C(=O)Cn1cc(C(=O)c2ccco2)c2ccccc21 (centres undefined)	0.4	7	1	-6	4	-10	0	4	0	0
CN(C(=O)c1ccc(F)c(S(=O)(=O)N2CCOCC2)c1)C1CCCCC1	-2.3	-4	3	x	4	x	-6	4	1	3
O=C(N/N=C/c1ccc(F)cc1)c1sccc1OCc1ccc(F)cc1	0.2	x	4	6	-18	4	0	4	-3	-1
COC(=O)C1=C(c2cc3ccccc3o2)C[C@@H]2CC[C@H]1N2C(=O)N1CCC(O)CC1	0.6	4	10	x	-11	x	-1	8	8	7
COc1ccc(-n2c(-c3ccc(Cl)cc3)c[n+]3c2CCCCC3)cc1	-3.6	-9	5	1	2	0	7	-12	u	2
CCOC(=O)C1CCCN(C(=O)c2cccc([N+](=O)[O-])c2C)C1 (centres undefined)	-1.3	-11	-8	11	5	-3	-10	-18	-8	-1
CS(=O)(=O)N(CCCC(=O)N1CCCCCC1)c1cccc(Cl)c1	-0.8	-12	-1	43	-8	0	-1	0	-4	9
O=C(NCCCn1ccnc1)/C(=C/c1ccco1)NC(=O)c1ccccc1	0.6	33	1	x	-12	2	-11	-2	8	-5

A different layout for part of the listing above.
Sequence of screens – BoNT A protease	SSB-PriA inh	CCHF vOTU inh	VHR inh abs	Rv3671c inh	3CLpro inhibitor	PrPC TRFRET	MazEF act	BoNT F protease	Anthrax LF prot
- CCN(CC)C(=O)c1sc2nc(-c3cccs3)cc(-c3ccc(Cl)cc3)c2c1N
    53*	7	3	19	-4	1	7	-44	14	39*
- S=C(c1ccc(-c2cc(Cl)ccc2Cl)o1)N1CCCCC1
    1.1	5	-1	5	-17	2	0	-1	1	-4
- COc1ccc(C(=O)NCc2cc3ccccc3n2C)cc1
    3.4	-11	9	15	1	4	-8	-6	27	10
- COCC(=O)OCc1cc2cccc(C)c2[nH]c1=O
    0.3	-3	12	9	6	0	4	-7	-3	2
- CC1CCCCN1C(=O)Cn1cc(C(=O)c2ccco2)c2ccccc21 (centres undefined)
    0.4	7	1	-6	4	-10	0	4	0	0
- CN(C(=O)c1ccc(F)c(S(=O)(=O)N2CCOCC2)c1)C1CCCCC1
    -2.3	-4	3	x	4	x	-6	4	1	3
- O=C(N/N=C/c1ccc(F)cc1)c1sccc1OCc1ccc(F)cc1
    0.2	x	4	6	-18	4	0	4	-3	-1
- COC(=O)C1=C(c2cc3ccccc3o2)C[C@@H]2CC[C@H]1N2C(=O)N1CCC(O)CC1
    0.6	4	10	x	-11	x	-1	8	8	7
- COc1ccc(-n2c(-c3ccc(Cl)cc3)c[n+]3c2CCCCC3)cc1
    -3.6	-9	5	1	2	0	7	-12	u	2
- CCOC(=O)C1CCCN(C(=O)c2cccc([N+](=O)[O-])c2C)C1 (centres undefined)
    -1.3	-11	-8	11	5	-3	-10	-18	-8	-1
- CS(=O)(=O)N(CCCC(=O)N1CCCCCC1)c1cccc(Cl)c1
    -0.8	-12	-1	43	-8	0	-1	0	-4	9
- O=C(NCCCn1ccnc1)/C(=C/c1ccco1)NC(=O)c1ccccc1
    0.6	33	1	x	-12	2	-11	-2	8	-5

Going on with the list.
SMILES	BoNT A protease	SSB-PriA inh	CCHF vOTU inh	VHR inh abs	Rv3671c inh	3CLpro inhibitor	PrPC TRFRET	MazEF act	BoNT F protease	Anthrax LF prot
C=CCNC(=O)c1onc(CSc2nc3ccccc3[nH]2)c1C(=O)NCC=C	-0.7	-2	3	13	-9	-2	8	3	-8	0
Cc1cccc(N2C(=O)CC(Sc3ncn[nH]3)C2=O)c1 (centres undefined)	0.9	11	9	-4	-11	4	-7	13	6	1
CCOc1ccc(CN2C(=O)CCC2(C)C(=O)NCc2cccnc2)cc1 (centres undefined)	-0.7	-10	5	19	-10	-2	-8	0	-1	2
COC(=O)C1=C(c2ccc(OC(F)(F)F)cc2)C[C@@H]2CC[C@H]1N2C(=O)NC1CC1	-0.1	5	7	x	-1	x	1	4	-6	4
C=CCNc1ncnc2c1ncn2[C@H]1CN(CCN2CCOCC2)C[C@@H](CO)O1	-0.4	x	17	x	x	x	4	x	-6	4
O=C(O)c1cccc(S(=O)(=O)Nc2ccc(Oc3ccccc3)cc2)c1	-1.4	-8	11	x	-6	x	-1	-30	-13	-2
COc1ccc(-c2ccc([C@H]3[C@@H]4C=CCC[C@@]4(C)C(=O)N3Cc3ccccc3)c(F)c2)cc1OC	-0.6	9	5	11	-11	x	2	2	-6	4
CC1(C(=O)Nc2ccc3c(c2)OCCO3)CCC(=O)N1C1CCN(Cc2ccccc2)CC1 (centres undefined)	0.5	x	-6	x	x	x	-4	x	-4	-6
Cc1nc(SCC(=O)N2CCOCC2)c2c(=O)n(C)c(=O)n(C)c2n1	-0.9	8	4	13	1	3	-3	8	-3	2
Cc1ccccc1NP(=O)(c1ccccc1)c1nc2ccccc2s1 (centres undefined)	0.4	-6	3	-6	3	5	4	2	-2	-1
COc1cc(-n2c(C)nc3cc(C(=O)NCc4ccco4)ccc32)cc(OC)c1OC	0.0	9	-1	38	-1	2	2	4	4	-1
CCCCCCC1CC(CSc2ncn[nH]2)OC1=O (centres undefined)	-0.3	-6	6	4	-7	0	3	-1	-4	1
Cc1ccc(C(=O)CN2C(=O)C(=O)N(Cc3ccccc3)C2=O)cc1	2.2	-9	7	4	3	3	0	4	6	-1
CC1=C(C(=O)N(C)C)CC(CC(=O)NC2CC2)C(=O)N1CCC1=CCCCC1 (centres undefined)	0.2	x	17	x	x	x	0	7	1	1
CSc1nsc(SCC(=O)N2CCCc3ccccc32)n1	0.6	-8	5	-8	1	-2	-3	-1	-10	-2
CC1Cn2c(nnc2-c2cccc(Cl)c2)S1 (centres undefined)	-0.7	-12	2	26	1	0	1	8	-1	-7
Cc1cccc(NC(=O)CCC2CCN(C(=O)C3CC=CCC3)CC2)c1 (centres undefined)	0.7	-5	1	-6	3	2	-2	7	-6	1
COC(=O)c1c(C)noc1-c1cc(C)on1	0.5	-5	6	-2	4	1	-2	-4	-5	4
COc1cc(S(=O)(=O)N2CCN=C2c2ccccc2)ccc1Cl	-0.2	-9	-6	48	-6	6	-4	1	1	-1
CCCCCN(C(=O)CCC(=O)OCCOc1cccc(C)c1)c1c(N)n(CCCC)c(=O)[nH]c1=O	-3.9	1	6	x	-13	x	-4	0	4	0
CCOC(=O)c1c(-c2ccc(C)o2)csc1NC(=O)CN1CCN(CC)CC1	0.3	-9	3	2	-2	5	-8	-10	5	-2
CC(C)c1ccc(CNC(=O)CCc2ccccc2)cc1	-0.2	-30	12	1	1	2	2	-10	-3	0
CCN1CCN(S(=O)(=O)c2ccc(C)c([N+](=O)[O-])c2)CC1	0.1	-8	5	-13	-7	2	-8	6	-2	0

Not all compounds are listed. The share of hits here may be higher or lower than overall.
